# Screens deposited in PubChem BioAssay by several laboratories.
# Mot1-301 SUMO = blocks SUMOylation pathway, rescuing yeast Mot1-301 growth; S. cerevisiae Mot1-301 growth rescue, ATP luminescence, 38.5C; percent above DMSO median, 100 means doubled; growth rescue, % at 18.8 µM; 320,000 tested, 1% active;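 active = every valid replicate shows activation above 250% relative to neutral control wells; inactive = the rest, any valid replicate at or below 250%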;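 note: OY570 slx delta 5 strain wells were the positive control but not used for scaling; some compounds called inactive have numbers as strong as hits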
# PfHsp90 set2 = growth inhibition of yeast expressing Plasmodium Hsp90; S. cerevisiae expressing PfHsp90, BacTiter-Glo ATP, 48 h; yeast lacking PDR1 and PDR3 efflux regulators; inhibition, % at 9.4 µM; 310,000 tested, 0.32% active;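 active = every replicate shows inhibition above about 80%, whatever the replicate mean, limit read from the data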;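 note: 0% = DMSO neutral controls and 100% = 20 µM radicicol positive controls; yeast relying on Plasmodium falciparum Hsp90 in place of its own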
# Ecoli viability = reduces bacterial viability in AddAB counter-screen; E. coli V3065 growth, OD600 absorbance, 18 h; inhibition, % at 11.9 µM; 330,000 tested, 0.27% active;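 active = inhibition above the campaign's mean inhibition across all tested compounds plus 3 SD, cut at about 9.9% in these data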;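 note: uninfected addAB+ strain grown without phage in ampicillin broth; 0% = DMSO wells and 100% = ciprofloxacin 0.95 µg/ml wells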
# HTR5A ag = HTR5A agonism, opioid heterodimer counter-screen; AID 504692; activation, % at 9.3 µM; HTR5A agonist assay, luminescence, cell-based; 340,000 tested, 0.61% active; in the data active = activation mostly above about 9.5%, no sharp cut-off; inactive = mostly below about 7.6%;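 note: 0% = cells with vehicle only and 100% = reference agonist; strong numbers were not always called active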
# PKA-R1A activ = activates the PKA-R1A holoenzyme complex; 340,000 tested, 0.083% active; P00514+P68181; activation, % at 11.4 µM; PKA-R1A dissociation, Cy5-IP20 fluorescence polarization; scaled: DMSO 0%, 113 µM cGMP 100%;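 active = percent activation above the mean of all tested compounds plus 3 SD, cut at about 19% in these data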;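 note: higher means more PKAc released from R1A so a rise in polarization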
# DSG3 Ab inh = inhibitors of pemphigus antibody binding to human desmoglein-3; P32926; DSG3-coupled beads, scFv-anti-DSG3-GFP binding, flow cytometry; hits give low values; binding (percent of control), % at 10 µM; 310,000 tested, 0.48% active; AID 588358;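 active = binding more than 3 SD below its plate's average and above zero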;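 note: hits lower antibody fragment binding to DSG3; some compounds called inactive have numbers as strong as hits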
# Target sequence (P32926 whole entry, looked up, the tested form may be a part): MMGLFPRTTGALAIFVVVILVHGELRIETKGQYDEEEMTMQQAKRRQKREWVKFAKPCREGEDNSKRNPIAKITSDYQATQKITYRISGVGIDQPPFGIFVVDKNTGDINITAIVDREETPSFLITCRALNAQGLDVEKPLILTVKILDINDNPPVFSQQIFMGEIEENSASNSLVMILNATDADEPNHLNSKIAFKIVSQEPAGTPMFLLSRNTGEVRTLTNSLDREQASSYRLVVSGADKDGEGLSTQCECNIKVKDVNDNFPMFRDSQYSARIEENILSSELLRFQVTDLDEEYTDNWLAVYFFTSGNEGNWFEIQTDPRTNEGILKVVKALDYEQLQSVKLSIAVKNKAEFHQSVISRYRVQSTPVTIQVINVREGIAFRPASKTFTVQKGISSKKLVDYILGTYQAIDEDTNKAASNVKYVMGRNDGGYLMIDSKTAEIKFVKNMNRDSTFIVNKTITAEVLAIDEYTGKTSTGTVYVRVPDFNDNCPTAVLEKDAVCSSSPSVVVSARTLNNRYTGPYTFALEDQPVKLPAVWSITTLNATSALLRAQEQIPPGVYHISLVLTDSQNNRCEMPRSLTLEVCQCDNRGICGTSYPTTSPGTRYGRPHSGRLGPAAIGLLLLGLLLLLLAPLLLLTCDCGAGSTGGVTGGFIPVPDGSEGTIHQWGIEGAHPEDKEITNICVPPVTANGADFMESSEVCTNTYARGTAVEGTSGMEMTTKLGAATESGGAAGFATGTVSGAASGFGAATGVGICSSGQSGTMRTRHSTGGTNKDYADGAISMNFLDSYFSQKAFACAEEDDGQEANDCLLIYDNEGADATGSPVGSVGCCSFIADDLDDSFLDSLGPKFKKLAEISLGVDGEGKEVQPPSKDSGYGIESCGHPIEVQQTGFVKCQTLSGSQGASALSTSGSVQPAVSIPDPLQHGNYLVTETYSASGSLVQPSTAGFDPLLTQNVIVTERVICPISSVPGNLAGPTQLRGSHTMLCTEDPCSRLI
# HTR5A inv ag = HTR5A inverse agonism, opioid heterodimer counter-screen | inhibition, % at 9.3 µM | 340,000 tested, 0.083% active | HTR5A cell line, luminescence | AID 504634; in the data active = inhibition mostly above about 23%, no sharp cut-off; inactive = mostly below about 18%;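 note: 0% = cells with DMSO and 100% = no-cell wells with DMSO; some compounds called inactive have numbers as strong as hits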
# AddAB inh = less growth of phage-infected E. coli with AddAB | inhibition, % at 11.9 µM | AID 435030 | 330,000 tested, 0.29% active | E. coli expressing H. pylori AddAB, absorbance growth; in the data active = inhibition above about 12%;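 note: 0% = vehicle wells of infected cells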
# phage Ecoli inh = E. coli growth loss with phage present; growth absorbance; 360,000 tested, 0.26% active; inhibition, % at 11.9 µM; in the data active = inhibition above about 11%
# MOR-DOR ag = OPRM1-OPRD1 heterodimerization agonism. activation, % at 9.3 µM. 340,000 tested, 0.3% active. cells, luminescence. P35372+P41143; in the data active = activation above about 18%;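 note: 0% = vehicle-treated cells and 100% = reference agonist; values of inactives mirror those of a sister screen read the other way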
# MOR-DOR inv ag = inverse agonist of human OPRM1-OPRD1 heterodimerization; cell-based MOR-DOR heterodimer luminescence, inverse agonism; inhibition, % at 9.3 µM; 340,000 tested, 0.21% active; P35372+P41143; AID 504357; in the data active = inhibition above about 22%, passing the limit was not always enough;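 note: 0% = cells with DMSO and 100% = wells without cells with DMSO; values of inactives mirror those of a sister screen read the other way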
# * marks the source's active call; other numbers are inactive results; . = not tested or not shown.
SMILES,Mot1-301 SUMO,PfHsp90 set2,Ecoli viability,HTR5A ag,PKA-R1A activ,DSG3 Ab inh,HTR5A inv ag,AddAB inh,phage Ecoli inh,MOR-DOR ag,MOR-DOR inv ag
CCOc1ccccc1NC(=O)C(Sc1nnnn1C)c1ccccc1 (stereo not given),-8,7,-1.2,1,-15,101,-17,1.6,3.9,-3.1,16
CN1CCN(C(=O)c2cc(Oc3c(F)c(F)c(F)c(F)c3F)cc(C(=O)N3CCN(C)CC3)c2)CC1,1,8,2.5,3,-1,87,-8,2.4,2.3,-0.5,4
CCOC(=O)Oc1ccc2oc(C)c(C(=O)OCCOC)c2c1,16,-3,1.4,2,-11,.,9,3.3,1.5,-1.9,10
O=C(CSc1ccccc1)Nc1cc(S(=O)(=O)N2CCOCC2)ccc1N1CCOCC1,2,-24,-0.1,-2,-6,97,5,0.1,1.6,-2.6,14
CCOC(=O)C1=C(COc2ccccc2)NC(=O)NC1c1cccc([N+](=O)[O-])c1 (stereo not given),493,-5,-1.7,0,-1,104,-9,2.3,-0.2,0.0,0
O=C(OCC#CCSc1nnc(-c2ccc([N+](=O)[O-])cc2)o1)c1cccs1,251,-3,-1.2,-2,0,.,20,0.9,-0.5,3.2,-19
O=c1[nH]c(CCC2CCCC2)nc2ccccc12,-16,-12,0.0,-1,-7,86,19,1.5,4.0,0.7,-5
COc1ccccc1CNC(=O)COC(=O)c1ccc(-n2cnnn2)cc1,21,-11,-1.0,-1,-10,100,2,-1.4,6.8,-0.7,4
CCCn1c2ccccc2c2nnc(SCC(=O)OC)nc21,31,-57,-1.3,-1,14,89,4,3.9,1.7,1.2,-6
NC(=O)COC(=O)c1cccc(S(=O)(=O)N2CCN(c3ccccc3)CC2)c1,-4,-6,-2.0,-1,-8,98,2,-1.1,0.7,-3.6,18
COc1ccccc1S(=O)(=O)Cc1ccc(C(=O)N2CCN(c3cccc(Cl)c3)CC2)o1,-8,-21,-1.5,2,-1,94,-28,-1.4,2.5,-0.5,3
CCOC(=O)C1CCCN(C2=C(NS(=O)(=O)c3ccc(Br)cc3)C(=O)c3ccccc3C2=O)C1 (stereo not given),11,3,0.2,-2,2,103,6,3.2,-1.8,4.6,-23
COc1ccc(Nc2nc(C)cc(C)c2C#N)cc1OC,-7,-29,0.6,5,-11,12*,-15,-0.9,2.5,-2.3,12
COc1ccc(C2C(C#N)=C(C)NC3=C2C(=O)c2ccccc23)cc1 (stereo not given),-11,-8,3.7,3,-1,97,8,2.1,1.0,-0.1,1
NC(=O)CSc1nc2ccccc2c(=O)n1CCc1ccccc1,9,4,1.6,0,-11,129,0,0.6,4.6,-3.5,17
Cc1ccc2[nH]cc(C(=O)CN3CCN(c4ccccn4)CC3)c2c1,16,-6,1.3,0,-14,.,-2,2.7,2.6,-2.1,10
O=C(Nc1ccccc1Cl)c1cccc(NC(=O)C2CCCC2)c1,-7,3,5.0,3,12,120,11,7.3,4.1,-1.2,7
COc1ccc(S(=O)(=O)N2CCCC(C(=O)NC3CC3)C2)cc1Cl (stereo not given),1,13,-0.1,3,1,.,-4,1.4,1.4,0.2,-1
O=C(COc1cc2oc(=O)cc(-c3ccccc3)c2cc1Cl)NCCN1CCOCC1,-3,12,-1.8,-6,-1,97,3,0.3,2.1,-1.7,9
COc1ccc(Cl)cc1C(=O)Nn1cnc2ccccc2c1=O,114,-2,0.2,1,-1,101,-3,0.4,0.3,-3.0,17

# Single records (already shown).
# Results for COc1ccc(Cl)cc1C(=O)Nn1cnc2ccccc2c1=O = Mot1-301 SUMO: 114; PfHsp90 set2: -2; Ecoli viability: 0.2; HTR5A ag: 1; PKA-R1A activ: -1; DSG3 Ab inh: 101; HTR5A inv ag: -3; AddAB inh: 0.4; phage Ecoli inh: 0.3; MOR-DOR ag: -3.0; MOR-DOR inv ag: 17
# Results for COc1ccc(C2C(C#N)=C(C)NC3=C2C(=O)c2ccccc23)cc1 (stereo not given) = Mot1-301 SUMO: -11; PfHsp90 set2: -8; Ecoli viability: 3.7; HTR5A ag: 3; PKA-R1A activ: -1; DSG3 Ab inh: 97; HTR5A inv ag: 8; AddAB inh: 2.1; phage Ecoli inh: 1.0; MOR-DOR ag: -0.1; MOR-DOR inv ag: 1
# Results for O=C(CSc1ccccc1)Nc1cc(S(=O)(=O)N2CCOCC2)ccc1N1CCOCC1 = Mot1-301 SUMO: 2; PfHsp90 set2: -24; Ecoli viability: -0.1; HTR5A ag: -2; PKA-R1A activ: -6; DSG3 Ab inh: 97; HTR5A inv ag: 5; AddAB inh: 0.1; phage Ecoli inh: 1.6; MOR-DOR ag: -2.6; MOR-DOR inv ag: 14

# Two compounds drawn at random from those above:
SMILES,Mot1-301 SUMO,PfHsp90 set2,Ecoli viability,HTR5A ag,PKA-R1A activ,DSG3 Ab inh,HTR5A inv ag,AddAB inh,phage Ecoli inh,MOR-DOR ag,MOR-DOR inv ag
COc1ccc(Cl)cc1C(=O)Nn1cnc2ccccc2c1=O,114,-2,0.2,1,-1,101,-3,0.4,0.3,-3.0,17
CCCn1c2ccccc2c2nnc(SCC(=O)OC)nc21,31,-57,-1.3,-1,14,89,4,3.9,1.7,1.2,-6

# Of the compounds above, these contain a cyano group.
SMILES,Mot1-301 SUMO,PfHsp90 set2,Ecoli viability,HTR5A ag,PKA-R1A activ,DSG3 Ab inh,HTR5A inv ag,AddAB inh,phage Ecoli inh,MOR-DOR ag,MOR-DOR inv ag
COc1ccc(Nc2nc(C)cc(C)c2C#N)cc1OC,-7,-29,0.6,5,-11,12*,-15,-0.9,2.5,-2.3,12
COc1ccc(C2C(C#N)=C(C)NC3=C2C(=O)c2ccccc23)cc1 (stereo not given),-11,-8,3.7,3,-1,97,8,2.1,1.0,-0.1,1

# Additional compounds:
SMILES,Mot1-301 SUMO,PfHsp90 set2,Ecoli viability,HTR5A ag,PKA-R1A activ,DSG3 Ab inh,HTR5A inv ag,AddAB inh,phage Ecoli inh,MOR-DOR ag,MOR-DOR inv ag
COCCN1Cc2cccc(C(=O)N3CCN(c4ccccc4)CC3)c2C1=O,16,7,-0.2,2,2,106,-12,0.2,3.4,-2.4,13
COc1ccccc1OCCN(C#N)c1nc(N(C)C)nc(N(C)C)n1,3,-9,1.5,-4,-5,102,-8,0.2,3.0,-0.9,5
Cc1ccc(OC(C)C(=O)Nc2ccc3c(c2)n(C)c(=O)n3C)cc1C (stereo not given),3,-16,1.2,0,0,111,-2,5.3,2.7,-1.9,10
COc1ccc(N2CCN(C(CNC(=O)C(=O)NCC3CCCO3)c3ccco3)CC2)cc1 (stereo not given),2,-13,-2.3,-3,8,98,8,1.0,-0.1,-2.0,11
O=C1CCCC2=C1CC(C(=O)OCc1ccccc1)C(=O)N2Cc1ccccc1 (stereo not given),.,8,.,1,-5,101,-5,.,2.6,-2.1,10
Cc1cc(C)nc(N/N=C2/CCSc3ccc(F)cc32)n1,15,-12,3.5,16,8,83,-44,1.9,-1.2,-0.2,2
O=C1CN(C(=O)c2cccc(F)c2)C(c2ccc(F)cc2)c2cc(F)ccc2N1 (stereo not given),-20,6,-2.9,0,9,98,0,-3.4,1.5,0.9,-4
Cc1ccc(Cl)cc1NC(=O)N[C@@H](CC(C)C)C(=O)O,-12,-3,1.9,-2,-4,100,7,-0.4,1.1,-0.2,1
CN(Cc1ccccc1F)c1nc(-c2cccnc2)nc2ccccc12,-35,-9,-0.2,0,-3,106,1,4.0,1.9,7.1,-38
CSCCC(NC(=O)c1ccccc1)C(=O)NC1CCCC1 (stereo not given),-9,-21,2.0,-3,-6,106,6,2.0,1.9,0.1,-1
Cc1cc(C(=O)Nc2ccc3c(c2)OCO3)cs1,-5,4,1.9,0,0,102,0,0.8,.,-2.1,11
NC(=O)CC(NC(=O)Cc1ccc(Cl)cc1)c1ccc(NC2CCCCCC2)c([N+](=O)[O-])c1 (stereo not given),15,-14,-1.9,-3,0,106,8,1.7,1.6,-2.5,14

# DSG3 Ab inh, entries above that show a hit
SMILES	Mot1-301 SUMO	PKA-R1A activ	DSG3 Ab inh	AddAB inh	phage Ecoli inh	MOR-DOR ag	MOR-DOR inv ag
COc1ccc(Nc2nc(C)cc(C)c2C#N)cc1OC	-7	-11	12*	-0.9	2.5	-2.3	12
